# CDK5 inh – inhibitors of human CDK5/p35 kinase | Q00535+Q15078 | Recombinant CDK5/p35, ADP-Glo luminescence, 60 min | inhibition, % at 10 µM | 330,000 compounds, 0.01% hits;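 active = highest replicate inhibition of at least 50% and at least 75% of replicates reaching 50%; inconclusive = only one of the two criteria met; inactive = both criteria failed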;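 note: plate controls were DMSO neutral control for no effect and GW8510 at 10 µM for full effect; many of its hits are not listed in these tables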
# Target sequence (Q00535 whole entry, looked up): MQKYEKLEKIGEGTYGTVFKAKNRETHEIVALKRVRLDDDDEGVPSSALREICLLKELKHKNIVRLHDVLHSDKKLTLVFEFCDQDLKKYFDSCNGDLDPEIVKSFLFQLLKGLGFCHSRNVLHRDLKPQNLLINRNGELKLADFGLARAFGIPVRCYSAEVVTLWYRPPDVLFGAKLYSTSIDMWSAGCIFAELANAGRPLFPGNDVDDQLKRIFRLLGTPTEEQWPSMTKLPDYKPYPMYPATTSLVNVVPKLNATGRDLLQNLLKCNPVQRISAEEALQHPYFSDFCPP
# Target sequence (Q15078 whole entry, looked up): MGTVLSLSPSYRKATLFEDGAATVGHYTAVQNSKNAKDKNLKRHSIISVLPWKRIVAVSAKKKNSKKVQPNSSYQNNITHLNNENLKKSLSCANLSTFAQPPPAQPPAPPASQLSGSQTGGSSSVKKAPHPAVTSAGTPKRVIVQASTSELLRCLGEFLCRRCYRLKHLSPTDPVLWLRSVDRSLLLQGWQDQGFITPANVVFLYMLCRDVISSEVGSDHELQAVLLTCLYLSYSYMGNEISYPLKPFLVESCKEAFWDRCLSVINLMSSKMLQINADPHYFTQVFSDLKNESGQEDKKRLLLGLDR
# Wnt act – Wnt/beta-catenin pathway activation. Wnt/beta-catenin reporter cell assay, activator, plate reader. activation, % at 9.35 µM. 300,000 compounds, 1.2% hits. AID 743398; in the data active = activation above about 30%, passing the limit was not always enough; inconclusive = no clear call, values can overlap the other calls;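 note: 0% = neutral control wells and 100% = positive control wells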
# SR-BI DiI inh – mouse SR-BI HDL lipid transfer inhibition; Q61009; inhibition, % at 12.5 µM; AID 488896; ldlA[mSR-BI] CHO cells, DiI-HDL uptake fluorescence, 3 h; 320,000 compounds, 0.96% hits;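 active = mean replicate inhibition of at least 70% and a set share of replicates each scoring 70 or more; inconclusive = meets just one of the two criteria; inactive = fails both criteria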;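 note: 0% = median of neutral control wells and 100% = median of positive control wells; values of inactives mirror those of a sister screen read the other way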
# NSD2 HMT inh – NSD2 (human) methyltransferase inhibition | NSD2 peptide methylation, AlphaScreen, 120 min | inhibition, % at 12.5 µM | 310,000 compounds, 0.54% hits; in the data active = inhibition above about 50%
# MITF act – activators of MITF-driven TRPM1 promoter activity in SK-MEL-5 cells; activation, % at 12.5 µM; SK-MEL-5 TRPM1-promoter luciferase, 24 h; % of positive control, neutral wells = 0; 300,000 compounds, 0.75% hits;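 active = mean activation of at least 80% with every replicate also reaching 80%; inconclusive = mean reaches 80% but some replicate falls short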;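 note: 0% = neutral control wells and 100% = parthenolide positive control wells; values of inactives mirror those of a sister screen read the other way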
# V-ATPase pHluor – alters yeast V-ATPase proton transport. 350,000 compounds, 0.37% hits. response, % at 10 µM. S. cerevisiae, pHLuorin cytosolic pH fluorescence; in the data active = response mostly above about 7.3%, no sharp cut-off; inactive = mostly below about 5.4%; note: actives read high; inactives centre near 0; some compounds called inactive have numbers as strong as hits; reference of the scale not given here
# HTR5A ag – HTR5A agonism, opioid heterodimer counter-screen; 340,000 compounds, 0.61% hits; P47898; HTR5A agonist assay, luminescence, cell-based; AID 504692; activation, % at 9.3 µM; in the data active = activation mostly above about 9.5%, no sharp cut-off; inactive = mostly below about 7.6%;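 note: 0% = cells with vehicle only and 100% = reference agonist; strong numbers were not always called active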
# Target sequence (P47898 whole entry, looked up): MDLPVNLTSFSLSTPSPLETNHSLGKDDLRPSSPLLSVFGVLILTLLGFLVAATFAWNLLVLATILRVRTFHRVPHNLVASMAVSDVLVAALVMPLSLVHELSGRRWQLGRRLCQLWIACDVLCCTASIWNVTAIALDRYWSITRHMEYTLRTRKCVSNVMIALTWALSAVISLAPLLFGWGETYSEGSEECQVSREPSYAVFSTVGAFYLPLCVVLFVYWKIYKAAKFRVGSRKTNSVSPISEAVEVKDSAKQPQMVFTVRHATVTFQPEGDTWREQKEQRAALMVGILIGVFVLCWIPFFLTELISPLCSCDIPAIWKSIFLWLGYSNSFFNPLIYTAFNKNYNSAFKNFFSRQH
# PvdQ inh – blocks Pseudomonas aeruginosa PvdQ acylase activity | purified PvdQ acylase, fluorescence plate reader | inhibition, % at 10 µM | 340,000 compounds, 0.063% hits | AID 488965; in the data active = inhibition above about 30%, passing the limit was not always enough; inconclusive = no clear call, values can overlap the other calls;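 note: 0% = vehicle neutral wells and 100% = reference inhibitor wells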
# dFosB act – enhances mouse delta FosB homodimer DNA binding | P13346 | purified delta FosB, TAMRA-CDK5 oligo fluorescence polarization; percent of positive-control signal above neutral wells | activation, % at 25 µM | 340,000 compounds, 0.99% hits | AID 493131;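 active = mean activation above about 17%, with every replicate also reaching it, limit read from the data, passing the limit was not always enough; inconclusive = only one of the two conditions met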;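 note: fluorescence polarization rise as delta FosB binds a TAMRA Cdk5 AP-1 oligo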
# HTR5A inv ag – counter-screen for OPRM1-OPRD1 inverse agonists: human HTR5A inverse agonism; HTR5A cell line, luminescence; 340,000 compounds, 0.083% hits; inhibition, % at 9.3 µM; AID 504634; P47898; in the data active = inhibition mostly above about 23%, no sharp cut-off; inactive = mostly below about 18%;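 note: 0% = cells with DMSO and 100% = no-cell wells with DMSO; some compounds called inactive have numbers as strong as hits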
# An asterisk follows results filed as active; ? = inconclusive; / = not tested or not shown. Outcome played no part in choosing rows (roughly 5% active in at least one column).
SMILES	CDK5 inh	Wnt act	SR-BI DiI inh	NSD2 HMT inh	MITF act	V-ATPase pHluor	HTR5A ag	PvdQ inh	dFosB act	HTR5A inv ag
Cc1ccccc1C(=O)NC1CCN(CC(=O)N2CCCCC2C)CC1 (centres undefined)	0.0	-3	/	-6	/	1	10	-9	-3	-27
O=C1CCC(C(=O)OC(C(=O)Nc2cc(Cl)cc(Cl)c2)c2ccccc2)=NN1 (centres undefined)	0.1	0	-14	-2	0	2	-4	-14	-11	9
Cc1cc(NS(=O)(=O)c2ccc(NC(=O)c3ccc(F)cc3)cc2)nc(C)n1	1.7	1	-4	-3	-2	1	-1	-1	0	-3
Cn1nnnc1SCC(=O)NC(=O)c1cccc([N+](=O)[O-])c1	-0.7	1	/	-2	-9	3	0	5	-4	9
Cc1cc(=O)oc2cc(OCC(=O)OCC(=O)NCc3ccc4c(c3)OCO4)ccc12	3.0	/	-1	6	4	2	2	-1	-4	-3
O=C(Nc1ccc(N2CCOCC2)c(Cl)c1)c1ncn[nH]1	0.5	/	/	0	20	5	4	0	5	-15
CCCCC(CC)CNC(=O)CCCCn1c(=O)[nH]c2ccsc2c1=O (centres undefined)	-0.1	0	-4	-2	-8	-2	4	-12	-5	-12
COc1ccccc1NC(=O)COC(=O)c1cnc(C)cn1	0.7	0	2	-2	-5	7	3	-9	-7	-6
Cc1[nH]c2ccccc2c1/C=N/Nc1nc2ccccc2[nH]1	0.9	98*	17	-3	/	1	/	7	?	/
Cc1ccc(-c2nc(N)sc2CC(=O)OCC(=O)NCCC(C)C)cc1	-1.7	-1	2	1	4	3	4	0	-9	2
COc1cc(C(=O)O/N=C2/C=CC(=O)C(C)=C2C)cc(OC)c1OC	0.5	-2	-12	/	-24	1	6	-11	-1	-9
C=CCSc1nnc(Cc2cc(=O)[nH]c(=O)[nH]2)n1-c1cc(C)ccc1C	0.8	/	-4	-3	/	0	3	-9	-4	18
CCc1cc(C(=O)Nc2ccc(C)cc2Br)cs1	2.5	70*	3	0	/	-1	3	3	-5	-8
O=C1CCN(CCc2ccccc2)CCN1[C@H](COc1ccccc1)c1ccccc1	-2.1	-2	0	/	-3	0	-1	-4	-3	-20
Cc1cccc(OCC(=O)Nc2ccc(C(=O)c3ccc(C(=O)O)cc3)cc2)c1	0.1	-1	19	3	0	0	1	-11	-3	-2
CCc1ccccc1NC(=O)CN(C)C(=O)COC(=O)c1ccco1	-0.8	0	-8	2	-2	2	1	-5	7	15
CC(C)(C)NC(=O)CSc1nncn1NCc1c(Cl)cccc1Cl	-0.3	/	-6	-4	-9	1	4	-3	-8	-14
CCC(=O)c1c[nH]c(C(=O)NCc2ccccc2OC)c1	0.5	4	15	0	-2	-2	-1	-13	-7	4
Cc1ccc(NC(=O)Cc2ccccc2)cc1S(=O)(=O)N1CCOCC1	-0.2	3	-5	1	-12	-1	-8	-13	-2	20
O=c1c2c(nc3nc(NCc4cccc5ccccc45)[nH]n13)CCC2	-0.3	-2	-5	2	-4	-2	1	1	-4	-4
Nc1cccc(O)c1	-0.8	2	-6	/	1	-2	4	-3	5	-18
Cc1ccc(-n2c(SCC(=O)Nc3ccc(C(=O)O)cc3)nnc2-c2ccncc2)cc1	0.4	-2	-19	28	-3	-2	3	-10	0	-9
CCCc1nc2scc(-c3ccc(C)cc3)c2c(=O)n1N	0.6	6	3	1	33	-3	-2	-12	-10	-24
Cc1nc2ccccc2cc1C(=O)NCc1ccco1	0.8	-2	0	/	/	2	-2	8	-5	-16
COCc1nc(-c2ccc(-c3ccc(C)cc3)nc2OC)no1	-1.6	39*	27	-6	/	6	0	3	-8	-1
CC(C)=NNc1nc(-c2ccc([N+](=O)[O-])cc2)cs1	0.0	5	59	-1	38	0	2	-3	-6	34
O=C(C1CCC(CNS(=O)(=O)c2cccc3nsnc23)CC1)N1CC=C(c2ccccc2)CC1 (centres undefined)	-1.2	-3	2	/	-19	-1	4	-1	-3	-10
CCOc1ccc2c(c1)C(NC(C)=O)C(=O)N2CCN1CCOCC1 (centres undefined)	1.2	9	-20	/	-2	4	-2	-14	-2	7
CCCN1C2CCCC1CC(NC(=O)c1ccc(OC)cc1)C2 (centres undefined)	0.7	0	4	10	12	1	1	7	-2	-5
CCOc1ccc(Br)cc1S(=O)(=O)Nc1cccnc1	-8.7	0	/	-3	-3	4	0	-9	-1	0
COc1cc(OC)c2c(-c3ccccc3)cc(=O)oc2c1C(CCN1CCCCC1)c1ccc(N(C)C)cc1 (centres undefined)	-0.9	/	-8	/	-33	-4	0	-9	-4	13
C#Cc1ccc([C@H]2C=C(C(=O)N3CCN(Cc4ccc5c(c4)OCO5)CC3)O[C@@H](OCC)[C@@H]2CCCO)cc1	3.3	0	18	/	4	0	3	-16	-22	-10
CCN(C(=O)CSc1nccc(=O)[nH]1)C1CCCCC1	1.0	-2	5	-2	8	-2	9	9	-2	-21
O=C1CN(C(=O)/C=C/c2ccc(Br)cc2)CCN1	1.6	2	-15	0	/	-3	7	3	0	-25
CCCCCC(=O)Nc1ccc(C(=O)CN2C(=O)NC3(CCCCCC3)C2=O)cc1	-1.0	0	38	-1	11	1	-4	9	4	9
c1coc(CNc2nc(-c3ccncc3)cs2)c1	-1.7	15	27	0	/	-5	5	0	2	1
CC(C)[C@H]1COCCS(=O)(=O)N1Cc1ccccc1-c1ccc(F)cc1	-2.6	-2	6	/	-1	-3	-1	-7	-9	4
COc1ccc(C(=O)NCC(=O)OCC(=O)N2N=C(c3ccc(Cl)cc3)CC2c2ccco2)cc1OC (centres undefined)	0.9	0	66	-3	-9	1	4	12	-10	-9
Nc1ccccc1OCP(=O)(c1ccccc1)c1ccccc1	-0.2	-1	3	3	1	1	1	-12	-2	-2
CC1(c2ccc(Cl)cc2)NC(=O)N(CC(=O)NC(=O)NCc2ccco2)C1=O (centres undefined)	-2.7	-4	-9	6	-8	3	5	6	-9	-13
CCCC(=O)N1CCN(c2nnc(-c3ccc(C)cc3)c3ccccc23)CC1	1.6	1	77*	-1	-13	1	2	-24	-10	-9
CCCC(=O)Nc1sc2c(c1C(=O)OC)C(C(=O)OC)CC2 (centres undefined)	-1.1	-2	22	-7	3	2	5	-9	1	-18
CC(=O)c1cccc(NC(=S)NC(=O)c2cncc(Br)c2)c1	0.1	0	19	1	/	6	0	5	-1	0
O=C(NCc1ccc(F)cc1)c1cc(S(=O)(=O)N2CCCCC2)c[nH]1	2.3	-2	-5	/	-6	-1	10	-4	-2	-30
Cc1ccc2cc(/C=N/NC(=O)c3ccccc3O)c(Cl)nc2c1	-1.3	1	-2	1	-6	-1	-1	-12	-5	29
CN(CC(=O)NCc1ccccc1)Cc1cccc(F)c1	0.9	0	-5	0	8	1	-3	-9	2	9
O=C(N/N=C/c1ccc([N+](=O)[O-])o1)c1ccc(O)cc1	-0.1	5	12	/	-86	-2	-3	-7	6	10
CN(CC(=O)Nc1ccccc1C(=O)NC1CC1)Cc1cccs1	0.1	-11	0	-1	-6	-1	-3	-16	-3	8
S=c1[nH]nc(COc2ccccc2)n1/N=C/C(Cl)=C/c1ccccc1	0.4	/	-9	14	/	0	-3	-13	-19	9
Cc1ccc(S(=O)(=O)NCC(=O)OCC(=O)N2CCc3ccccc32)cc1	-2.3	/	-11	-1	3	-2	1	7	-2	-11
C=CCc1ccc(OCCCCCN2CCOCC2)c(OC)c1	-0.5	/	4	9	-5	2	1	-19	-2	-2
N/C(=N\OC(=O)COc1ccccc1)c1ccc(Cl)cc1	/	/	20	0	16	-2	-2	-3	-1	-2
CCCN(CCC)CCNC(=O)Cn1cnc2sc(C)c(S(=O)(=O)N3CCOCC3)c2c1=O	4.2	-2	-1	2	/	-2	1	-13	-2	2
COc1cc(CCN2C(=O)c3cccc4cccc(c34)C2=O)c(S(=O)(=O)N2CCCCCC2)cc1OC	-0.4	-1	26	0	-8	-4	-4	2	5	12
COCCNC(=S)N1CCC(C(=O)c2ccc(F)cc2)CC1	-0.7	0	-17	-4	/	0	5	-1	8	-7
Cc1cccc(N2CCN(c3cccc(C)c3)C2c2cccnc2)c1	-1.4	37*	-23	5	/	-2	-2	3	-7	9
Cc1cccc(OCC(=O)OCC(=O)NCC2CCCO2)c1C (centres undefined)	0.2	5	-16	0	/	-2	4	-17	3	-11
COc1ccccc1CN(C)C(=O)COC(=O)c1c(C)noc1C	13	3	4	-1	-16	-2	5	3	-10	-19
O=C(NC1CCCCC1)C(Cc1ccccc1)N1C(=O)C2C3CCC(C3)C2C1=O (centres undefined)	-2.0	/	-14	-1	7	-5	-6	0	2	4
N#Cc1c2n(c(=S)n(-c3ccccc3[N+](=O)[O-])c1=O)CCCCC2	0.8	1	8	3	-7	0	1	1	-6	-3

# (next part)
SMILES	CDK5 inh	Wnt act	SR-BI DiI inh	NSD2 HMT inh	MITF act	V-ATPase pHluor	HTR5A ag	PvdQ inh	dFosB act	HTR5A inv ag
CC(C)(C)NC(=O)Nc1ccc(Cn2cc(C(F)(F)F)ccc2=O)cc1	2.6	-2	-9	-9	-3	-4	0	-12	-1	1
O=C(/C=C/c1ccc(S(=O)(=O)N2CCOCC2)cc1)NC(=S)Nc1ccc(Cl)cc1Cl	-0.1	-5	15	2	8	3	-4	4	-14	10
C1CCC(C23CC4CC(CC(C4)C2)C3)NC1 (centres undefined)	0.8	/	4	-1	-4	0	4	-4	5	-11
C=CCSC1=NC(N)=C(C#N)C2(CCCCC2)C1C(N)=O (centres undefined)	0.3	-2	3	2	/	3	8	-16	3	-23
Cc1ccc(-c2nc(CS(=O)CC(=O)NCc3ccccn3)c(C)o2)cc1 (centres undefined)	0.1	0	-5	/	7	-1	-6	-16	-7	-9
Cc1cccc(N(C(=O)CNC(=O)c2ccco2)C(C(=O)NC2CCCCC2)c2cccnc2)c1 (centres undefined)	-0.1	-2	-11	-2	0	-2	0	5	1	-14
O=C1CCC(C(=O)N(Cc2cccs2)C2(C(=O)NC3CCCCC3)CCCCC2)N1 (centres undefined)	-2.4	-1	18	-2	0	2	3	-21	-6	4
COc1ccc(CN2C(=O)CS/C2=N/N=C/c2cccs2)cc1	-4.5	1	-19	/	/	-1	-1	-18	1	-7
CCC1(c2ccc(F)cc2)NC(=O)N(CC(=O)N2CCc3ccccc3C2)C1=O (centres undefined)	-0.1	-4	9	-1	5	-1	1	-4	-7	-5
CC(=O)Nc1ccc2nc(C)n(Cc3ccc(Cl)cc3)c(=O)c2c1	-1.4	/	26	0	/	-1	2	-15	-1	-8
O=C(NCc1ccco1)C1CCN(c2nnc(-n3cccc3)s2)CC1	-0.5	-6	2	/	-3	-3	3	-22	-10	-7
CCC(C)(C)NC(=O)C1CCCN1C(=O)NC1CCCCC1 (centres undefined)	0.7	0	-2	5	0	3	-4	-8	0	5
